Screening data (PubChem)
TDP2 inh – blocks human TDP2 phosphodiesterase activity | inhibition, % at 12.8 µM | 370,000 tested, 0.34% active | recombinant TDP2, T5PNP hydrolysis, p-nitrophenol absorbance 415 nm | O95551 | AID 720702;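 active = inhibition above the mean of all tested compounds plus 3 SD, set per campaign, cut at about 25% in these data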;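 also: 0% = DMSO with enzyme and 100% = buffer with substrate but no TDP2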
Target sequence (O95551 whole entry, looked up): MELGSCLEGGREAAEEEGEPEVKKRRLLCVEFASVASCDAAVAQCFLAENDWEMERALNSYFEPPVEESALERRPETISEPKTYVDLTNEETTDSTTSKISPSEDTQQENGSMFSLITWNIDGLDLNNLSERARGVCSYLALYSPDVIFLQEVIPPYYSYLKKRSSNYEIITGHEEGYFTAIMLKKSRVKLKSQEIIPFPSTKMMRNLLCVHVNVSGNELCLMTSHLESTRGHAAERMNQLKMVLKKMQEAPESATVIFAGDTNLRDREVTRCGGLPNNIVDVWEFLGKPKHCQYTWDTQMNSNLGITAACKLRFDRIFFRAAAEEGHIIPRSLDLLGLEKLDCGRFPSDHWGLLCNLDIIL
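System: recombinant human TDP2 / Amount: 120 nM TDP2 per well / Also added: 5 mM T5PNP chromogenic substrate / Doses: 12.8 µM single point, 1% DMSO / Incubation: 2 h at 37 °C / Detection: p-Nitrophenol epi absorbance / Evaluation: % inhibition relative to enzyme-containing and enzyme-free wells / Repeats: singlicate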
SIAE primary – inhibitors of human sialic acid acetylesterase SIAE | inhibition, % at 9.66 µM | 370,000 tested, 0.69% active | SIAE FP-Rh probe binding, fluorescence polarization | Q9HAT2;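 active = inhibition above a cutoff: mean of compounds within the control limits plus 3 SD of those, cut at about 17% in these data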;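 also: 0% = plate median of compound wells and 100% = probe without SIAE protein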
Target sequence (Q9HAT2 whole entry, looked up): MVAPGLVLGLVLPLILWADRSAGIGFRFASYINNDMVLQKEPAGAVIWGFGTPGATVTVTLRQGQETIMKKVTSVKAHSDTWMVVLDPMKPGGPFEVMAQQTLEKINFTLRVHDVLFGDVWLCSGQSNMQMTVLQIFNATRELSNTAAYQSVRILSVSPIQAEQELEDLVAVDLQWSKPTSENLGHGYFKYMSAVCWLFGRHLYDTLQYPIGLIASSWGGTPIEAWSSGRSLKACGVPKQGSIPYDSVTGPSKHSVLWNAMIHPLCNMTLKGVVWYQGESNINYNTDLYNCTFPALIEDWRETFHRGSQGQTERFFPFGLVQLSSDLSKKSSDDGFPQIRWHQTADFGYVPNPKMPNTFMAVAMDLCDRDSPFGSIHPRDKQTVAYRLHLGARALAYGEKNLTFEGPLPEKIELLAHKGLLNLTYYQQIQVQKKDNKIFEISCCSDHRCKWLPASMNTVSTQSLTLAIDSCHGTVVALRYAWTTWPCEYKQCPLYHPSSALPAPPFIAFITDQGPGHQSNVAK
PLCb3 inh – PLC-beta3 (human) inhibition, primary screen | Q01970 | Purified PLC-beta3, fluorogenic substrate, fluorescence | inhibition, % at 12.2 µM | 370,000 tested, 0.18% active; in the data active = inhibition above about 11%;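 also: 0% = median of compound wells on plate and 100% = full blocker control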
ARFGAP1 inhibitor – inhibits rat ARF GTPase activating protein 1. Q62848. Arfgap1-stimulated ARF1 GTP hydrolysis, GDP FP detection. inhibition, % at 16.5 µM. 360,000 tested, 0.26% active. AID 651572;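 active = inhibition above a per-plate limit, mean inhibition of low control wells plus 3 SD, cut at about 25% in these data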;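 also: 0% = DMSO wells with enzyme and 100% = wells lacking Arfgap1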
Target sequence (Q62848 1-136 limits assumed): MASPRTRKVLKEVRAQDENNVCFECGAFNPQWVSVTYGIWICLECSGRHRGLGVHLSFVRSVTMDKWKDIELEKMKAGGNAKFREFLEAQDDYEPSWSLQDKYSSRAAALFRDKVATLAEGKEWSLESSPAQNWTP
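System: truncated rat Arfgap1 GAP domain / Benchmarks: high control wells lacking Arfgap1, low control full reaction with DMSO / Times: compound-enzyme preincubation 20 min, reaction 120 min, detection 60 min, 25 °C / Repeats: one replicate per compound / Also added: human ARF1(Δ1-17)-GTP substrate / Measured by: Tracer-displacement fluorescence polarization with EDTA stop, 620/688 nm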
PLC-gamma1 inh – blocks human PLC-gamma1 enzyme activity; purified PLC-gamma1, fluorogenic substrate, fluorescence; inhibition, % at 12.2 µM; 370,000 tested, 0.84% active; in the data active = inhibition above about 9.5%
ADAM10 inh – inhibits human ADAM10; O14672; recombinant ADAM10, EDANS/DABCYL FRET peptide cleavage, 3 h; inhibition, % at 7 µM; 370,000 tested, 0.62% active;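 active = inhibition above a per-campaign cutoff equal to the mean of compounds falling between control-based bounds plus 3 SD, cut at about 20% in these data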;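 also: 0% = DMSO wells while the 100% control is not disclosed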
Tn7 DDE FP – inhibitors of Tn7 peptide binding to human fibrin DD(E) | P02675 | FP displacement of FITC-Tn7 peptide from fibrin DD(E); 0% = median of compound wells per plate | inhibition, % at 8.3 µM | 370,000 tested, 0.13% active;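 active = inhibition above the mean of compounds falling within the control limits plus 3 SD of them, cut at about 14% in these data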;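 also: 0% = plate median of compound wells and 100% = 10 µM Aha-Tn7 peptide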
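Measure: % inhibition scaled between sample-field median and high-control FP; Test system: human fibrin DD(E); Quantity: 2 µM final DD(E) protein; Doses: one dose, 8.3 µM nominal; Schedule: compound with protein 10 min, then 3 h after probe, room temperature; Detection: fluorescence polarization; Medium: Tris buffer with calcium and detergent, pH 7.8.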
Tn6 DDE FP – DD(E)-Tn6 binding inhibition, primary FP screen; AID 720509; inhibition, % at 8.3 µM; 370,000 tested, 0.21% active; Fibrin DD(E) TRITC-Tn6 fluorescence polarization displacement; P02675;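 active = inhibition above a per-campaign cutoff: mean of compounds within control limits plus 3 SD, cut at about 15% in these data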;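 also: 0% = median of all compound wells on the plate and 100% = blocking peptide control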
ASAP1 GAP inh – ASAP1 ArfGAP inhibition; AID 624377; 360,000 tested, 0.19% active; Q9ULH1; inhibition, % at 16.5 µM; ASAP1-stimulated ARF1 GTP hydrolysis, GDP FP detection; in the data active = inhibition above about 25%;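 also: 0% = vehicle with enzyme and substrate and 100% = no enzyme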
ADAM17 inh – inhibitors of human ADAM17; P78536; recombinant ADAM17, EDANS/DABCYL FRET peptide cleavage; inhibition, % at 6.95 µM; 370,000 tested, 0.83% active;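 active = inhibition above the mean of compounds lying between control limits plus 3 SD, set per campaign, cut at about 8.5% in these data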;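 also: 0% = DMSO-only wells as the low control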
Starred values were filed as active, the others as inactive.

What do the screens show for `Cc1ccc(Cn2c(=O)n(C)c(=O)c3sccc32)cc1`?
TDP2 inh: -17.7; SIAE primary: 1.0; PLCb3 inh: 1.5; ARFGAP1 inhibitor: 1.3; PLC-gamma1 inh: -1.1; ADAM10 inh: 8.0; Tn7 DDE FP: -6.5; Tn6 DDE FP: -3.8; ASAP1 GAP inh: 9.7; ADAM17 inh: 0.4

Results for Cc1ccc(C)c(NC(=O)CSc2n[nH]c(-c3ccccn3)n2)c1 ?
TDP2 inh: -8.2; SIAE primary: -3.7; PLCb3 inh: -10.3; ARFGAP1 inhibitor: -1.4; PLC-gamma1 inh: -3.5; ADAM10 inh: 4.3; Tn7 DDE FP: 1.3; Tn6 DDE FP: 2.3; ASAP1 GAP inh: -2.7; ADAM17 inh: -1.9

How did CCOc1ccc(S(=O)(=O)Nc2ccc(C(=O)N3CCC3)cc2)cc1 do in these assays?
TDP2 inh: -12.4; SIAE primary: 0.5; PLCb3 inh: -4.2; ARFGAP1 inhibitor: -9.2; PLC-gamma1 inh: -2.8; ADAM10 inh: 6.4; Tn7 DDE FP: 3.8; Tn6 DDE FP: 2.4; ASAP1 GAP inh: -10.6; ADAM17 inh: 0.5

How did CCN(CC(=O)NC(C)C)C(=O)Cc1ccc(C)c(C)c1 do in these assays?
TDP2 inh: -9.4; SIAE primary: -2.9; PLCb3 inh: -5.3; ARFGAP1 inhibitor: 0.0; PLC-gamma1 inh: 0.0; ADAM10 inh: 1.4; Tn7 DDE FP: 0.1; Tn6 DDE FP: 8.2; ASAP1 GAP inh: -0.9; ADAM17 inh: -4.1

Results for CCOC(=O)C1CCN(C(=O)Cn2nc(C)n3nc(-c4ccc(CC)cc4)cc3c2=O)CC1 ?
TDP2 inh: -5.0; SIAE primary: -4.0; PLCb3 inh: -8.2; ARFGAP1 inhibitor: -10.9; PLC-gamma1 inh: 0.5; ADAM10 inh: 1.7; Tn7 DDE FP: -4.2; Tn6 DDE FP: -1.3; ASAP1 GAP inh: 4.7; ADAM17 inh: -3.7

What do the screens show for `O=C(NCc1ccccc1)C1CC(=O)N(C2CCCCC2)C1` (stereo not drawn)?
TDP2 inh: -1.3; SIAE primary: -11.7; PLCb3 inh: -0.8; ARFGAP1 inhibitor: -4.4; PLC-gamma1 inh: 3.3; ADAM10 inh: 0.3; Tn7 DDE FP: 1.4; Tn6 DDE FP: 11.1; ASAP1 GAP inh: -0.9; ADAM17 inh: 1.3

What do the screens show for `CCOC(=O)CNC(=S)N(Cc1ccccc1)Cc1cccs1`?
TDP2 inh: -4.3; SIAE primary: -2.3; PLCb3 inh: -6.5; ARFGAP1 inhibitor: 6.7; PLC-gamma1 inh: 0.2; ADAM10 inh: 0.2; Tn7 DDE FP: 5.3; Tn6 DDE FP: 4.5; ASAP1 GAP inh: 6.2; ADAM17 inh: -2.4

What do the screens show for `C/C(Cc1ccccc1)=N\NC(=O)CNC(=O)c1cccc(F)c1`?
TDP2 inh: -12.6; SIAE primary: -2.1; PLCb3 inh: -7.9; ARFGAP1 inhibitor: 2.2; PLC-gamma1 inh: -0.4; ADAM10 inh: -0.1; Tn7 DDE FP: 5.5; Tn6 DDE FP: -4.9; ASAP1 GAP inh: -19.4; ADAM17 inh: -5.7

How did COC(=O)COc1ccc2c(c1)O/C(=C\c1ccco1)C2=O do in these assays?
TDP2 inh: -3.0; SIAE primary: 1.3; PLCb3 inh: -112.0; ARFGAP1 inhibitor: 2.9; PLC-gamma1 inh: -71.7; ADAM10 inh: -16.2; Tn7 DDE FP: 0.8; Tn6 DDE FP: -3.4; ASAP1 GAP inh: 10.0; ADAM17 inh: -15.9

What do the screens show for `CCOC(=O)c1ccc(NC(=O)CCc2c(C)nc3ncnn3c2C)cc1`?
TDP2 inh: -8.5; SIAE primary: 5.7; PLCb3 inh: 1.1; ARFGAP1 inhibitor: -1.5; PLC-gamma1 inh: 5.5; ADAM10 inh: 1.8; Tn7 DDE FP: 0.7; Tn6 DDE FP: 7.4; ASAP1 GAP inh: -2.7; ADAM17 inh: -0.5

What do the screens show for `Cc1onc(-c2ccccc2Cl)c1C(=O)NNC(=O)c1nn(C)cc1Cl`?
TDP2 inh: -4.6; SIAE primary: -8.3; PLCb3 inh: 2.4; ARFGAP1 inhibitor: -15.0; PLC-gamma1 inh: -0.5; ADAM10 inh: -4.0; Tn7 DDE FP: 1.1; Tn6 DDE FP: 3.3; ASAP1 GAP inh: -1.9; ADAM17 inh: -2.6

Results for CCOC(=O)Cc1csc(NC(=O)c2ccc(C)o2)n1 ?
TDP2 inh: 2.0; SIAE primary: 2.3; PLCb3 inh: -6.1; ARFGAP1 inhibitor: 1.1; PLC-gamma1 inh: -3.7; ADAM10 inh: -2.9; Tn7 DDE FP: 8.4; Tn6 DDE FP: -5.3; ASAP1 GAP inh: -0.5; ADAM17 inh: -4.0

What do the screens show for `COc1ccc(N2CCN(C(=O)CNS(=O)(=O)c3ccc(C)c(C)c3)CC2)cc1`?
TDP2 inh: 7.2; SIAE primary: 2.8; PLCb3 inh: 1.6; ARFGAP1 inhibitor: 4.4; PLC-gamma1 inh: 4.4; ADAM10 inh: 2.8; Tn7 DDE FP: -4.1; Tn6 DDE FP: -4.2; ASAP1 GAP inh: 4.3; ADAM17 inh: 2.1

What do the screens show for `COC(=O)COc1ccc(S(=O)(=O)N2CCN(c3ccccc3F)CC2)cc1C`?
TDP2 inh: 6.2; SIAE primary: 2.6; PLCb3 inh: 1.8; ARFGAP1 inhibitor: -2.1; PLC-gamma1 inh: 1.0; ADAM10 inh: 10.4; Tn7 DDE FP: 5.8; Tn6 DDE FP: 1.5; ASAP1 GAP inh: -2.9; ADAM17 inh: 0.5

What do the screens show for `CCCNC(=O)C1(C)CCCN(Cc2ccc(C(=O)OCC)o2)C1` (stereo not drawn)?
TDP2 inh: 3.0; SIAE primary: -0.4; PLCb3 inh: -1.1; ARFGAP1 inhibitor: -2.1; PLC-gamma1 inh: -0.2; ADAM10 inh: -2.8; Tn7 DDE FP: -4.4; Tn6 DDE FP: -2.0; ASAP1 GAP inh: -10.4; ADAM17 inh: -2.5

Results for Cc1nn(-c2ccccc2)c(C)c1NC(=O)CCl ?
TDP2 inh: -4.5; SIAE primary: 4.2; PLCb3 inh: 4.1; ARFGAP1 inhibitor: -12.3; PLC-gamma1 inh: -2.5; ADAM10 inh: -7.0; Tn7 DDE FP: -0.2; Tn6 DDE FP: -2.9; ASAP1 GAP inh: -8.7; ADAM17 inh: -0.3

How did Cn1nnc(NC(=O)c2cccc(OCc3ccccc3)c2)n1 do in these assays?
TDP2 inh: -7.1; SIAE primary: -3.4; PLCb3 inh: 4.1; ARFGAP1 inhibitor: 6.5; PLC-gamma1 inh: 4.1; ADAM10 inh: 2.9; Tn7 DDE FP: -3.5; Tn6 DDE FP: -2.0; ASAP1 GAP inh: -6.2; ADAM17 inh: 0.4

How did COc1ccccc1N1CCN(Cc2cc(=O)n3ccsc3n2)CC1 do in these assays?
TDP2 inh: 0.9; SIAE primary: 9.8; PLCb3 inh: -1.4; ARFGAP1 inhibitor: 0.8; PLC-gamma1 inh: -2.3; ADAM10 inh: -18.1; Tn7 DDE FP: 2.1; Tn6 DDE FP: 2.6; ASAP1 GAP inh: 6.2; ADAM17 inh: -7.4

Results for Cc1ccc(-n2cc(CNCCCN3CCCC3=O)c(-c3ccc(F)cc3)n2)cc1 ?
TDP2 inh: -9.2; SIAE primary: 4.2; PLCb3 inh: 1.0; ARFGAP1 inhibitor: 0.6; PLC-gamma1 inh: 7.6; ADAM10 inh: 3.3; Tn7 DDE FP: -0.4; Tn6 DDE FP: -7.9; ASAP1 GAP inh: -12.1; ADAM17 inh: -0.8

Results for Cn1nnnc1SCC(=O)NC1CCCc2ccccc21 (stereo not drawn) ?
TDP2 inh: -3.1; SIAE primary: -5.9; PLCb3 inh: 2.7; ARFGAP1 inhibitor: 9.3; PLC-gamma1 inh: 4.8; ADAM10 inh: 3.8; Tn7 DDE FP: -2.1; Tn6 DDE FP: 0.6; ASAP1 GAP inh: -0.1; ADAM17 inh: 2.8

What do the screens show for `Cc1ccc(C(=O)N/C(=C\c2cccs2)C(=O)NCc2ccncc2)cc1`?
TDP2 inh: 1.4; SIAE primary: -0.3; PLCb3 inh: 3.8; ARFGAP1 inhibitor: 20.8; PLC-gamma1 inh: 4.8; ADAM10 inh: -0.5; Tn7 DDE FP: -2.8; Tn6 DDE FP: 12.0; ASAP1 GAP inh: 9.0; ADAM17 inh: -0.2

Results for CS(=O)(=O)NNC(=O)C1Cc2c(ccc3ccccc23)O1 (stereo not drawn) ?
TDP2 inh: 22.0; SIAE primary: 1.1; PLCb3 inh: -5.4; ARFGAP1 inhibitor: 3.3; PLC-gamma1 inh: 3.0; ADAM10 inh: 1.7; Tn7 DDE FP: -0.2; Tn6 DDE FP: -5.0; ASAP1 GAP inh: 3.6; ADAM17 inh: 1.3

How did COC1=C/C(=C/c2c(O)c(C#N)c3ccccn23)C=CC1=O do in these assays?
TDP2 inh: -11.0; SIAE primary: 13.1; PLCb3 inh: -169.8; ARFGAP1 inhibitor: 9.2; PLC-gamma1 inh: -90.0; ADAM10 inh: -25.2; Tn7 DDE FP: 7.3; Tn6 DDE FP: -2.1; ASAP1 GAP inh: 4.7; ADAM17 inh: -9.0

What do the screens show for `COC1=Nc2ccccc2/C=C\c2ccccc21`?
TDP2 inh: 9.0; SIAE primary: 0.7; PLCb3 inh: 0.3; ARFGAP1 inhibitor: -3.4; PLC-gamma1 inh: -2.2; ADAM10 inh: -0.3; Tn7 DDE FP: -2.1; Tn6 DDE FP: 1.6; ASAP1 GAP inh: -4.2; ADAM17 inh: -1.5

Results for N#Cc1c([N+](=O)[O-])cc([N+](=O)[O-])cc1S(=O)(=O)Cc1ccccc1 ?
TDP2 inh: -2.8; SIAE primary: 8.4; PLCb3 inh: -15.2; ARFGAP1 inhibitor: 4.2; PLC-gamma1 inh: -6.9; ADAM10 inh: -4.8; Tn7 DDE FP: -0.5; Tn6 DDE FP: -6.3; ASAP1 GAP inh: 7.7; ADAM17 inh: -1.6

What do the screens show for `COc1ccc(-n2c(SCC(=O)NC3CC3)nc3ccccc3c2=O)cc1OC`?
TDP2 inh: 5.7; SIAE primary: 0.9; PLCb3 inh: -10.5; ARFGAP1 inhibitor: 5.1; PLC-gamma1 inh: -0.2; ADAM10 inh: -8.3; Tn7 DDE FP: -4.8; Tn6 DDE FP: -5.7; ASAP1 GAP inh: -10.4; ADAM17 inh: -1.6
